ATG4B inh – blocks human ATG4B protease cleavage of LC3 substrate | Q9Y4P1 | ATG4B cleavage of LC3-PLA2, NBD-HPC fluorescence, 1 h | inhibition, % at 8.33 µM | actives 0.51% (n = 340,000); in the data active = inhibition above about 40%
PfG6PD inh – PfG6PD (Plasmodium falciparum) enzyme inhibition. PfGluPho enzyme, NADPH resazurin-diaphorase fluorescence. actives 0.78% (n = 350,000). inhibition, % at 20 µM;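 active = inhibition reaching at least a set limit at 20 µM in the primary screen, cut at about 59% in these data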;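 note: 0% = DMSO wells with substrate and 100% = DMSO wells lacking glucose-6-phosphate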
NR3A LBD binder – modulates the human NR3A ligand-binding domain; actives 2.5% (n = 340,000); NR3A LBD differential scanning fluorimetry, Tm shift; 0% = protein alone, 100% = glycine-bound protein; AID 1259313; Tm shift relative to glycine control, % at 25 µM;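 active = melting temperature shift of at least 10% of the positive control shift, at one fixed dose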
hIAP act – human IAP activation; purified human IAP, CDP-Star luminescence, 30 min; active compounds read high; 1 = vehicle-only enzyme, 0 = enzyme-free background; activation factor at 10 µM; actives 0.16% (n = 330,000);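 active = activation factor of the enzyme at least 2-fold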; note: the source names both 10 and 20 µM as test concentration; values of inactives mirror those of a sister screen read the other way
Target sequence (P09923 whole entry, looked up): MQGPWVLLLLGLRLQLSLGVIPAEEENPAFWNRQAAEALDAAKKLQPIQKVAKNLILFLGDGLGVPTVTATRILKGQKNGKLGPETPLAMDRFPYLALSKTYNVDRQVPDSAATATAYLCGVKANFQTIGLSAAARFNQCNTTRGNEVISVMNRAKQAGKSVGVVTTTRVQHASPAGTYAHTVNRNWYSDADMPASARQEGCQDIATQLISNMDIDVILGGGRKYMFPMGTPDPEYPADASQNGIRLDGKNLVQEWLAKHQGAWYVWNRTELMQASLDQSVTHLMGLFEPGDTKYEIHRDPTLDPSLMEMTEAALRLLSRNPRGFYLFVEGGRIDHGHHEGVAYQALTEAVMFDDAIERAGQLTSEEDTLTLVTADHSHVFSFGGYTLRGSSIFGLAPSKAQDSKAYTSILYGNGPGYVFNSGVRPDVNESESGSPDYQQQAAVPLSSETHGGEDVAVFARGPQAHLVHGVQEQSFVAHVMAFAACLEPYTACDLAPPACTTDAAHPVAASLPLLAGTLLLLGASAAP
SENP8 block – blocks human SENP8 cleavage of Nedd8 substrate; Q96LD8; recombinant SENP8, Nedd8 substrate fluorescence; inhibition, % at 20 µM; actives 0.64% (n = 360,000); in the data active = inhibition mostly above about 40%, no sharp cut-off; inactive = mostly below about 27%
Target sequence (Q96LD8 whole entry, looked up): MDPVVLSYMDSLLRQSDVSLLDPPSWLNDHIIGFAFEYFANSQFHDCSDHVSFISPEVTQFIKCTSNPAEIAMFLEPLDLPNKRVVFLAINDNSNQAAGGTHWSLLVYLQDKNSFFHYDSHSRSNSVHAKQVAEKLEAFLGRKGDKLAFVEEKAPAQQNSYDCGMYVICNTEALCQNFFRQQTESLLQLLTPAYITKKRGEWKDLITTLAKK
SENP6 block – SENP6 protease inhibition; actives 1.8% (n = 330,000); Recombinant SENP6 catalytic domain, aminoluciferin luminescence; inhibition, % at 10 µM;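 active = inhibition above about 50% at the single tested dose, limit read from the data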;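 note: plate controls were DMSO wells with enzyme for no effect and DMSO wells lacking enzyme for full effect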
SENP1 inh – SENP1 (human) catalytic domain inhibition; Q9P0U3; recombinant SENP1 catalytic domain, CyPet-SUMO1-YPet FRET cleavage; inhibition, % at 10 µM; actives 0.21% (n = 360,000);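 active = inhibition at least 30% at 10 µM, raw YFP signal under a set limit, fluorescence ratio 0.5 to 1.5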;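 note: 0% = enzyme with DMSO and 100% = no enzyme wells; some results filed as inactive read as strong as hits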
Target sequence (Q9P0U3 419-644 limits assumed): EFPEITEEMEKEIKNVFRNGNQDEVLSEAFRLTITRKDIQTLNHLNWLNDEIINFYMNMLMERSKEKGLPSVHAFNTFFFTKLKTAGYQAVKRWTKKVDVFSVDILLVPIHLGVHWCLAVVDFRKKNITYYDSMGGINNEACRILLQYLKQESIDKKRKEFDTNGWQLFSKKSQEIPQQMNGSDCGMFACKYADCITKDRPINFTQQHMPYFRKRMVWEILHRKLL
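System: Recombinant human SENP1 catalytic domain, His6-tagged | Incubation: Enzyme reaction for 50 min at room temperature, dark | Medium: Tris pH 8 with BME, BSA, NP40 and catalase | Also added: 25 nM SUMO1 FRET substrate | Compound: 10 µM single point, 0.5% DMSO | Measured by: FRET fluorescence in CFP and YFP emission channels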
MPTP inh – inhibitors of mitochondrial permeability transition pore; AID 602449; actives 1.4% (n = 360,000); isolated mouse mitochondria, Ca2+ swelling absorbance, 30 min; inhibition, % at 10 µM;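 active = inhibition of 50% or more, scaled per plate between neutral and stimulator controls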;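 note: 0% = DMSO wells given calcium and 100% = 1 mM EGTA wells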
An asterisk follows results filed as active; · = no result given.

Screens by letter – A = ATG4B inh; B = PfG6PD inh; C = NR3A LBD binder; D = hIAP act; E = SENP8 block; F = SENP6 block; G = SENP1 inh; H = MPTP inh
COC(=O)N[C@H](CC(C)=O)c1cccc(C(F)(F)F)c1
  A: -8	B: -2	C: -2	D: 1.2	E: 3	F: -6	G: 0	H: 0.4
COc1ccccc1C(=O)N/N=C(\C)CC(=O)Nc1ccccn1
  A: 0	B: -2	C: -2	D: 0.92	E: -2	F: -12	G: 0	H: -0.7
CCC(CC)COC(=O)C1=C(C)NC(=O)NC1c1ccc(N(C)C)cc1 (configuration not stated)
  A: 8	B: 17	C: 2	D: 0.89	E: 26	F: 11	G: 10	H: 1.0
CCSc1nnc(-c2cccnc2)n1Cc1ccco1
  A: -7	B: 7	C: 0	D: 0.87	E: 15	F: 2	G: -2	H: -0.6
COc1ccc(NC(=S)NCCc2c[nH]c3ccccc23)c(OC)c1
  A: -6	B: 3	C: 3	D: 0.98	E: 10	F: 11	G: 0	H: 0.2
CC[n+]1ccccc1/C=C/c1ccc(N(C)C)cc1
  A: 3	B: 1	C: 1	D: ·	E: 28	F: ·	G: 87*	H: 1.6
CCn1c(=O)c([N+](=O)[O-])c(NCC2CCCO2)c2ccccc21 (configuration not stated)
  A: -9	B: -3	C: 0	D: 1.1	E: 17	F: 3	G: 2	H: 2.3
O=C(CCN1C(=O)/C(=C/c2ccc(Cl)cc2)SC1=S)Nc1cccc(C(=O)O)c1
  A: 4	B: -26	C: -9	D: 0.85	E: 18	F: 8	G: 1	H: 0.4
COc1cccc(C(=O)NCCCNC(=O)c2ccccn2)c1
  A: 5	B: 3	C: 3	D: 1	E: 4	F: 9	G: 0	H: -1.5
CCOC(=O)c1c(NC(=O)c2cc(C)on2)c2cc([N+](=O)[O-])ccc2n1C
  A: 1	B: -7	C: -2	D: 0.84	E: ·	F: -20	G: ·	H: ·

Arranged by the number under PfG6PD inh (smallest number first): three from the list above
smiles	ATG4B inh	PfG6PD inh	NR3A LBD binder	hIAP act	SENP6 block	SENP1 inh	MPTP inh
O=C(CCN1C(=O)/C(=C/c2ccc(Cl)cc2)SC1=S)Nc1cccc(C(=O)O)c1	4	-26	-9	0.85	8	1	0.4
CCOC(=O)c1c(NC(=O)c2cc(C)on2)c2cc([N+](=O)[O-])ccc2n1C	1	-7	-2	0.84	-20	·	·
COC(=O)N[C@H](CC(C)=O)c1cccc(C(F)(F)F)c1	-8	-2	-2	1.2	-6	0	0.4

Further records follow.
Screens by letter – A = ATG4B inh; B = PfG6PD inh; C = NR3A LBD binder; D = hIAP act; E = SENP8 block; F = SENP6 block; G = SENP1 inh; H = MPTP inh
CC(C)C[C@@H](CSc1ccccc1)N1CCN(CC(C)C)CCC1=O
  A: -5	B: -5	C: -1	D: 0.92	E: 9	F: -19	G: 1	H: -1.0
CCCCN(C(=O)CCC(=O)O)C1CC(=O)N(c2ccc(OCCC)cc2)C1=O (configuration not stated)
  A: -3	B: -7	C: 1	D: 1.2	E: 19	F: -25	G: -1	H: -5.1
CCOP(=O)(Nc1ccc2oc(=O)c3ccccc3c2c1)OCC
  A: -11	B: 5	C: 1	D: 0.94	E: -129	F: -15	G: 0	H: -0.3
COC(=O)C1CCN(C(=O)/C=C/c2ccc(OC)cc2)CC1
  A: 1	B: -5	C: -1	D: 1	E: 7	F: -22	G: 3	H: -0.2
O=C(COC(=O)CNC(=O)c1ccccc1F)Nc1ccc2c(c1)OCO2
  A: -4	B: 7	C: 1	D: 0.97	E: 2	F: -6	G: 0	H: -0.7
CC(Sc1nnc(C2CC2)n1C1CC1)C(=O)c1ccc(Br)cc1 (configuration not stated)
  A: -4	B: 0	C: 0	D: 1.2	E: 9	F: -14	G: 2	H: 0.9
C=CCNC(=S)NS(=O)(=O)c1cccs1
  A: 8	B: 20	C: -2	D: 0.98	E: 11	F: 5	G: 1	H: -1.7
Cc1n[nH]c(C)c1CCN(C)Cc1cn(C)nc1-c1ccccc1F
  A: -1	B: -9	C: 1	D: 1.1	E: -7	F: 8	G: -3	H: 0.7
CC(C)CN1CC(C)C(=O)N(c2ccccc2)C1=S (configuration not stated)
  A: -2	B: 6	C: -2	D: ·	E: 2	F: ·	G: 3	H: -1.0
CCCCCN(C(=O)CCC(=O)OCc1cccc(Cl)c1)c1c(N)n(CCCC)c(=O)[nH]c1=O
  A: 1	B: 4	C: -2	D: 1.1	E: -1	F: -5	G: 2	H: 0.0
O=C(N/N=C/c1c(Nc2cccc(C(F)(F)F)c2)nc2ccccn2c1=O)c1ccccc1[N+](=O)[O-]
  A: -5	B: -6	C: 10*	D: 0.89	E: 13	F: 2	G: -14	H: 3.8
O=C(CCc1ccccc1)NNC(=O)c1cccc(F)c1
  A: -6	B: 5	C: 0	D: 1.2	E: 2	F: 6	G: 3	H: -4.0
CN1CCC(OC(=O)c2cc3cc(Cl)cc(Cl)c3oc2=O)CC1
  A: 1	B: 5	C: -2	D: 0.94	E: -48	F: 9	G: 23	H: 0.7
CC(NC(=O)c1cc(S(=O)(=O)N2CCOCC2)cn1C)c1ccccc1 (configuration not stated)
  A: 1	B: -9	C: -2	D: 1.1	E: 8	F: -4	G: 0	H: -1.2
CC(C)COC(=O)N(C)C[C@@H]1OCc2cnnn2CCCC(=O)N([C@@H](C)CO)C[C@H]1C
  A: ·	B: -12	C: ·	D: ·	E: 3	F: ·	G: -1	H: 0.7
O=C(/C=C/c1ccccc1)Nc1nc(-c2ccncc2)cs1
  A: -9	B: 6	C: -7	D: 0.99	E: -83	F: -8	G: 2	H: 2.1
Cc1nc(SCc2ccc(O)c([N+](=O)[O-])c2)n[nH]1
  A: -7	B: 5	C: 0	D: 1.1	E: -3	F: -12	G: 0	H: -0.6
C[N+](C)(C)CC(O)CC(=O)O (configuration not stated)
  A: -4	B: -18	C: -2	D: 1.1	E: 2	F: -2	G: 1	H: -0.6
COc1ccccc1Nc1nc(C)cc(=O)[nH]1
  A: 1	B: -14	C: -3	D: 1.1	E: 14	F: 12	G: 1	H: -0.2
OCCNc1nc(C2CC2)nc2c1nnn2Cc1ccccc1Cl
  A: -8	B: 9	C: 5	D: 0.97	E: 17	F: 10	G: 1	H: 1.0
O=P(c1ccccc1)(c1ccccc1)C(O)c1ccncc1 (configuration not stated)
  A: -11	B: 6	C: -1	D: 0.88	E: 11	F: 6	G: -1	H: 0.7
CC12CC3CC(C)(C1)CC(C(=O)N1CCCC1)(C3)C2
  A: 3	B: -8	C: -1	D: 0.97	E: 10	F: -7	G: -2	H: 2.0
COc1ccc(CC(=O)N2CCN(c3ccccn3)CC2)cc1OC
  A: -4	B: -7	C: 0	D: 0.95	E: -27	F: -6	G: -4	H: -0.1
O=C(COC(=O)COc1ccc(Cl)cc1)NCc1cccs1
  A: 2	B: 17	C: -3	D: 0.98	E: 10	F: -11	G: 6	H: 25
Cc1cccc(Nc2nnc(SCC(=O)NCC3CCCO3)s2)c1 (configuration not stated)
  A: -8	B: 0	C: -1	D: 0.95	E: 4	F: -31	G: 4	H: -1.2
Cc1ccc(C(O)Cn2cc([N+](=O)[O-])nc2C)cc1 (configuration not stated)
  A: 0	B: -5	C: 0	D: 1	E: -7	F: 1	G: 0	H: 3.5
CCC(=O)OCC(=O)Nc1ccc([N+](=O)[O-])cc1OC
  A: -6	B: 3	C: 0	D: 1.1	E: 5	F: -26	G: 3	H: -0.6
Cc1cccn2c(=O)c3cc(S(=O)(=O)c4ccccc4)c(=N)n(CC4CCCO4)c3nc12 (configuration not stated)
  A: -10	B: -8	C: 5	D: 0.89	E: ·	F: -14	G: ·	H: ·
COC(=O)C1=C(CS(=O)(=O)c2ccccc2)NC(=O)NC1c1ccc(OC)c(OC)c1 (configuration not stated)
  A: 7	B: -15	C: -1	D: 0.87	E: 6	F: 2	G: 1	H: -1.1
COc1ccc(/C=C2/C(=O)N(c3nc4ccccc4s3)N=C2CSc2ccc(Cl)cc2)cc1
  A: 56*	B: 24	C: 8	D: 1	E: 40*	F: 1	G: -3	H: 91*
Cc1ccc(-c2nc(S(=O)(=O)c3ccc(C)cc3)c(SCC(=O)NCC3CCCO3)o2)cc1 (configuration not stated)
  A: -7	B: 10	C: -1	D: 0.95	E: -10	F: 19	G: 1	H: -1.6
CCN(CC)c1ccc2cc(C#N)c(=O)oc2c1
  A: -5	B: 2	C: 1	D: 1.1	E: -360	F: -1	G: -24	H: -0.9
CCOC(=O)C1CCN(C(=O)C(C)c2ccc([N+](=O)[O-])cc2)CC1 (configuration not stated)
  A: -8	B: 0	C: -16	D: 1.2	E: 12	F: -7	G: 1	H: -0.1
Cc1ccc(S(=O)(=O)NCc2ccccn2)cc1C
  A: 3	B: -25	C: 0	D: 0.7	E: 17	F: 8	G: 0	H: -0.3
C=CCN(CC=C)C(=S)Nc1ccc(OC)c(OC)c1
  A: -4	B: -10	C: 1	D: 1.1	E: 10	F: -14	G: -2	H: -1.7
O=C(Nc1cc(=O)[nH]c(=O)[nH]1)c1cccc(Br)c1
  A: 4	B: 3	C: 2	D: 1.2	E: -8	F: 2	G: -2	H: 0.6
CC(CCc1ccccc1)NC(=O)c1cccc([N+](=O)[O-])c1 (configuration not stated)
  A: 3	B: -5	C: -4	D: 1	E: 14	F: -4	G: 1	H: 2.0
O=C(O)CC(NCc1ccco1)C(=O)OCCc1ccccc1 (configuration not stated)
  A: 2	B: -19	C: 0	D: 0.95	E: 19	F: 2	G: -4	H: 3.8
COc1ccccc1/C=C1\SC(=S)N(NS(=O)(=O)c2ccccc2)C1=O
  A: 4	B: -22	C: -7	D: 0.91	E: 32	F: 9	G: 2	H: 1.9
CC(C)OP(=O)(c1ccc(N(C)C)cc1)C(O)c1ccccc1F (configuration not stated)
  A: -11	B: -6	C: 0	D: 1.2	E: 6	F: -9	G: 3	H: 0.0
CCCN(CCC)C(=S)Nc1cc(C(=O)OC)ccc1C(=O)OC
  A: 0	B: 2	C: -5	D: 1.1	E: -390	F: -5	G: -45	H: 11
Cc1nn(Cc2ccccc2)c(Cl)c1C(=O)OCC(=O)NC(=O)NC12CC3CC(CC(C3)C1)C2
  A: -8	B: 11	C: 17*	D: 0.89	E: 11	F: 4	G: 1	H: 17
CCOc1cc(/C=N/Nc2cc(C)nc3ccc(C)cc23)ccc1O
  A: -8	B: 14	C: -6	D: 1.2	E: -231	F: -8	G: -11	H: 1.7
Cc1nc(C)c(NC(=O)OC(C)C)cc1NC(=O)OC(C)C
  A: -8	B: -2	C: -1	D: 0.9	E: 16	F: -3	G: 0	H: -0.1
CN(C)c1ccc(C(CN)c2c[nH]c3ccccc23)cc1 (configuration not stated)
  A: -5	B: 20	C: -1	D: 0.95	E: -7	F: -10	G: 6	H: 2.4
O=C(O)CCC(=O)Nc1ccccc1C(=O)N1CCN(c2ccc(Cl)cc2)CC1
  A: -2	B: 7	C: -1	D: 0.93	E: 12	F: 16	G: 2	H: 0.3

Reprinted at random: three entries already listed.
Screens by letter – A = ATG4B inh; B = PfG6PD inh; C = NR3A LBD binder; D = hIAP act; E = SENP8 block; F = SENP6 block; G = SENP1 inh; H = MPTP inh
CN(C)c1ccc(C(CN)c2c[nH]c3ccccc23)cc1 (configuration not stated)
  A: -5	B: 20	C: -1	D: 0.95	E: -7	F: -10	G: 6	H: 2.4
CCOc1cc(/C=N/Nc2cc(C)nc3ccc(C)cc23)ccc1O
  A: -8	B: 14	C: -6	D: 1.2	E: -231	F: -8	G: -11	H: 1.7
Cc1nc(C)c(NC(=O)OC(C)C)cc1NC(=O)OC(C)C
  A: -8	B: -2	C: -1	D: 0.9	E: 16	F: -3	G: 0	H: -0.1

Source: PubChem (Sanford-Burnham Center for Chemical Genomics)
